Cav32 inh – human Cav3.2 channel inhibition, primary screen. O95180. Cav3.2-expressing cells, Fluo-4 calcium fluorescence FDSS; stronger effect = lower value. B-score at 10 µM. actives 4% (n = 100,000);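 active means single-dose well whose peak fluorescence ratio is a statistical outlier from its plate by either plate-standardised score or position-corrected B-score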
Numbers without * were called inactive. A portion of the library; rates above refer to the full screens.

SMILES	Cav32 inh
CC(=O)Nc1ccc(S(=O)(=O)Nc2nc3ccc(C)cc3s2)cc1	-0.36
COCc1[nH]nc2c1C(c1ccccc1OC)C(C#N)=C(N)O2 (configuration not stated)	0.71
COC(=O)C(NC(=O)Nc1ccccc1OC)C(C)C (configuration not stated)	0.26
Oc1c(C=Nc2cccnc2)sc2ccccc12	-0.39
CC(O)[C@H](NC(=O)C1(c2ccccc2)CCN(C(=O)OC(C)(C)C)CC1)C(=O)O (some centres not stated)	0.067
CCOc1ccc2nc(SCC(=O)N3CCCc4ccccc43)sc2c1	-4.7*
CCN1CCc2c(C#N)c(NCc3ccccc3)nc(N(CC)CC)c2C1	-4.2*
CC1CCCCN1CCNc1nc(=S)[nH]c2ccccc12 (configuration not stated)	-0.45
CC1CCC(C(=O)NC(C(=O)N2CCC(N3CCCCC3)CC2)C(C)C)CC1 (configuration not stated)	0.66
CC(C)(C)OC(=O)N1CCC(C(=O)N[C@H](Cc2ccccc2)C(=O)O)CC1	0.73
CC(=O)Nc1ccc(NC(=O)Oc2ccccc2)cc1	0.33
OCc1nn2c(c1Br)NC(c1ccccc1)CC2C(F)(F)F (configuration not stated)	0.68
CCn1c(SCC(=O)NCc2ccc(C)cc2)nnc1-c1ccncc1	-0.3
O=C(Cc1cccs1)Nc1nc2c(s1)CCCC2	-0.028
COc1ccc(C)cc1S(=O)(=O)N(CC(=O)O)c1ccccc1	-0.06

Other structures follow:
SMILES	Cav32 inh
COc1ccc(N(CC(=O)NC2CCCCC2)C(=O)CNC(=O)c2ccco2)c(OC)c1	-0.79
Cc1ccc(NC(=S)NCc2ccc3c(c2)OCO3)c(C)c1	-1.3
COC(=O)c1sccc1NC(=O)CSc1ccccc1NS(=O)(=O)c1ccc(Br)cc1	-3
Cc1cc(Br)c(S(=O)(=O)NCCN2CCOCC2)cc1C	0.86
CCNC(=O)C1CCCN1S(=O)(=O)c1ccc(C)cc1 (configuration not stated)	1.2
Cc1ccccc1C(C(=O)NCc1ccccc1)N(Cc1ccco1)C(=O)c1ccccn1 (configuration not stated)	-1.4
C/C(=N/NC(=O)c1cccs1)c1ccc(NC(=O)COc2ccc(Cl)cc2)cc1	-1.1
Cc1ccc(S(=O)(=O)Cn2nnnc2C(C(C)C)N2CCN(c3nc4ccccc4s3)CC2)cc1 (configuration not stated)	-3.1
Cc1cc(=O)oc(C)c1C(=O)NCc1ccco1	-0.081
CCOc1ccc2nc(NCCNC(=O)CC)c(C#N)cc2c1	-1.1
CCn1c(C(=O)NCCCN2CCc3ccccc3C2)cc2sccc21	-2.8
N#Cc1ccc(N2CCN(C(=O)c3cccc(F)c3)CC2)c(F)c1	-0.22
C=C(C)C(=O)Nc1cccc(C2=NOC3(C2)C[C@@H](C(N)=O)N(C(=O)/C=C/C=C/C)C3)c1 (some centres not stated)	0.47
CCn1c(CSc2nc3ccccc3s2)nc2ccccc21	-5.7*
COC(=O)c1nnn(-c2nonc2N)c1CN1CCc2ccccc21	-0.18

(more compounds)
SMILES	Cav32 inh
Cc1c(Cl)cccc1N=Cc1ccc([N+](=O)[O-])s1	0.43
Nc1cc(C2CCCC2)nn1-c1ccccc1	1.3
CCOc1ccc(C(=O)N2CCN=C2SC)cc1OCC	-0.21
CCN(CC)c1nc(Nc2ccccc2)nc(Oc2ccc(=O)[nH]n2)n1	-1.6
ClC(=C\c1ccccc1)/C=N/N1CCN(c2ccccn2)CC1	-0.43
O=C(c1cc(-c2ccco2)on1)N1CCN(C(c2ccccc2)c2ccccc2)CC1	-4.9
O=C(c1cccc(F)c1)N1CCN(C(=O)c2nn3cccnc3c2Cl)CC1	0.0034
NC1=NC[C@H](Cc2ccc(O)cc2)N1CCc1cccc(F)c1	-0.63
O=C(CSc1ncccn1)N1CCN(C(c2ccccc2)c2ccccc2)CC1	-0.52
CC1(c2ccc(Cl)cc2Cl)OCC(Cn2ccnc2)O1 (configuration not stated)	0.0025
CCCNC(=O)c1ccc(CN2CCc3ccccc3C2)cc1	0.38
O=C(NCCNC(=O)c1cc(OCC(F)(F)F)ccc1OCC(F)(F)F)Nc1ccc(OC(F)(F)F)cc1	-2.3
COC(=O)c1oc2ccccc2c1-n1cccc1	-0.38
CCOc1ccc(-n2c(Cc3cc(=O)[nH]c(=O)[nH]3)nnc2SCC(=O)NC2CCCC2)cc1	0.52
CCOC(=O)C(=CNCC(=O)OC)C(=O)OCC	-0.73

Next part.
SMILES	Cav32 inh
CCN(CC)C(=O)C(C)N(C#N)c1nc(NC(C)C)nc(NC(C)C)n1 (configuration not stated)	2.9
CC(C)Oc1cccc(C(=O)NC(=S)Nc2cccc(C(F)(F)F)c2)c1	0.1
CC(C)(C)c1[nH]nc2c1C(Cc1ccccc1)C(C#N)=C(N)O2 (configuration not stated)	-3
S=C(c1ccc2c(c1)OCO2)N1CCCCCC1	0.63
CCCn1nc(C(=O)NCCN2CCOCC2)c2ccccc2c1=O	1.7
COc1ccc(C(=O)N2CCCCC2)cc1S(=O)(=O)Nc1ccccc1	0.96
CC1(CC(=O)N/N=C/c2ccc(OCc3ccc(Cl)cc3Cl)cc2)OCCCO1	-0.75
CCn1c(-c2cc(OC)c(OC)c(OC)c2)n[nH]c1=S	-0.56
CC1S/C(=N/N=C/c2ccco2)NC1=O (configuration not stated)	-0.012
O=c1c(N2CCOCC2)nsnc1N1CCOCC1	0.019
CCCC(=O)Nc1nn(C)c2nc3cc(C)ccc3cc12	0.96
Cc1nn(C(=O)c2ccco2)c(C)c1Br	0.047
COc1cccc(CN(C(=O)c2ccco2)C(C(=O)NC2CCCC2)c2cccnc2)c1 (configuration not stated)	-0.55
Cc1ccc(S(=O)(=O)N2CCC(=O)N(CCOCc3cccc(F)c3)CC2)cc1	0.0068
O=C(CCSCCC(=O)NCc1ccccc1)NCc1ccccc1	0.38

Later entries
SMILES	Cav32 inh
Cc1noc(C)c1S(=O)(=O)N1CCC(C(=O)NCCN2CCC(C)CC2)CC1	-0.027
CSc1ccccc1NC(=O)c1cc(-c2cccs2)on1	0.56
O=C(CN1CCN(c2ccccn2)CC1)Nc1ccccc1	0.94
COc1ccc(N2C(=O)CSC23C(=O)Nc2ccccc23)cc1OC (configuration not stated)	-0.93
CCC(C)[C@H](N)c1nnc(SCC(=O)c2ccc(Cl)cc2)o1 (some centres not stated)	-2.1
NC(=O)C1c2ccccc2CSc2ccccc21 (configuration not stated)	1.6
CSc1ccc(CNc2ccc(C)c(C)c2)cc1	-0.83
COc1ccc(N(C(=O)c2ccco2)C(C(=O)NC2CCCC2)c2ccc(N(C)C)cc2)cc1OC (configuration not stated)	1.7
O=C(NCc1nc2ccccc2[nH]1)C1=C[C@H](c2ccc3c(c2)OCO3)C[C@H](OCCCCO)O1	-0.29
COc1ccc(N2CCN(Cc3cc(=O)oc4cc(C)c(Cl)c(C)c34)CC2)cc1	-0.37
COc1ccc(C(=O)NC2CCN(C(=O)NC3CCCCC3)CC2)cc1	0.74
CCOC(=O)C1CCN(C(=O)CC(NS(=O)(=O)c2ccc(OC)cc2)C(C)C)CC1 (configuration not stated)	0.14
Cc1c(C(Nc2ccccn2)c2ccccc2)c(=O)n(-c2ccccc2)n1C (configuration not stated)	-0.51
CSc1nc(C)cc(Oc2ccc(=O)n(C)n2)n1	-0.19
CCO[C@@H]1OC(C(=O)N2CCN(Cc3ccccc3)CC2)=C[C@H](c2ccc(C(F)(F)F)cc2)[C@H]1CCCO	-1.6

Following part.
SMILES	Cav32 inh
CC(C)(C)NC(=O)C(c1ccco1)N(C(=O)c1ccc(CN2CCOCC2)o1)c1ccccc1 (configuration not stated)	1.3
Cc1scc(C(=O)N/N=C/c2ccc(OCC(C)C)cc2)c1C	-4.3*
COc1c(C)cccc1C(=O)Nc1ccc(CN2CCCCC2)cc1	0.9
CCn1c2ccccc2c2cc(N=C3SC(CC(=O)Nc4ccccc4)C(=O)N3C)ccc21 (configuration not stated)	-0.44
CCOC(=O)c1c(C)n(C)c2ccc(OC)c(NS(=O)(=O)c3ccc(Cl)s3)c12	-0.025
COc1cc2nc(SCC(N)=O)n(CCC3=CCCCC3)c(=O)c2cc1OC	-0.026
CC(c1ccccc1)N1CC(C(=O)NC2CCCC2)CC1=O (configuration not stated)	1.9
N#Cc1ccc(CSCC(=O)O)cc1	0.56
CN(C)C(CNC(=O)C1CCCN(C(=O)c2ccc(Cl)cc2)C1)c1ccco1 (configuration not stated)	-0.38
O=c1c2ccccc2sn1-c1cc(S(=O)(=O)N2CCOCC2)ccc1N1CCOCC1	-1.2
Cc1ccc(/C=c2\sc3nc(-c4ccco4)nn3c2=O)o1	-0.14
COc1ccc(N(CC(=O)NC2CCCC2)C(=O)Cn2nnc(-c3ccc(C)cc3)n2)cc1	-6.7*
Cc1ccc(SC(=O)COc2ccccc2C)cc1	0.37
O=C(NCc1nc2ccccc2[nH]1)C1=C[C@H](c2ccccc2)C[C@H](OCCCCO)O1	-1.6
O=C(CC(c1ccco1)C1CCCCC1=O)c1ccco1 (configuration not stated)	-0.26

Remaining list, next part.
SMILES	Cav32 inh
COc1ccc(N(CC(=O)NCCSCc2c(F)cccc2Cl)S(C)(=O)=O)cc1OC	0.53
Cc1ccc(-c2nnc3sc(-c4ccncc4)nn23)cc1	1.1
CCC1(C)Cc2c(sc3nc(SC)n(Cc4ccccc4)c(=O)c23)CO1 (configuration not stated)	-0.31
Cc1cc(C(C)(C)C)oc1C(=O)Nc1ccc(CC(=O)O)cc1	0.57
O=C(O)C1CCCCC1C(=O)Nc1cc(Cl)ccc1Cl (configuration not stated)	-0.048
COc1cc2c(cc1OC)C(c1cc3cc4c(cc3[nH]c1=O)OCO4)N(C(=O)C1CC1)CC2 (configuration not stated)	0.67
COc1ccc(N2CCN(C(=O)NC3CCCCC3)CC2)cc1	0.27
COc1cc(S(=O)(=O)n2nnc3ccccc32)c(OC)cc1Cl	-0.3
O=c1[nH]c(SCc2nc3c(cnn3-c3ccccc3)c(=O)[nH]2)nc2ccccc12	0.054
O=C1c2ccccc2-c2c1cccc2C(=O)N1CCCCC1	0.31
Cc1ccc(OCc2nnc(NC(=O)Cc3cccs3)s2)cc1	0.026
CCOC(=O)c1nc2cc3n(c(CC(C)C)c-2c1C)CC(C)=C3C	-0.055
CC(=O)c1ccc(NC(=O)c2cccs2)cc1	0.9
COC(=O)c1sc(OC)cc1OCc1ccc(C)cc1	-0.049
C/C(=N\N=C\c1ccccc1)c1nnn(-c2nonc2N)c1C	-0.025

A second format for some results above:
Cav32 inh | molecule
0.57 | Cc1cc(C(C)(C)C)oc1C(=O)Nc1ccc(CC(=O)O)cc1
0.9 | CC(=O)c1ccc(NC(=O)c2cccs2)cc1

Additional entries follow.
SMILES	Cav32 inh
Cc1cc(C)nc(N2CCCC(C(=O)NCc3ccccc3)C2)n1 (configuration not stated)	1.3
COc1ccc(S(=O)(=O)Nc2cc3c(C(C)=O)c(C)oc3c3ccccc23)cc1	-3.1
CCn1c(SCC(=O)c2ccc3c(c2)OCCO3)nnc1C(C)C	0.28
COc1ccc(N2CCN(Cc3nc4c(c(=O)n(C)c(=O)n4C)n3CCc3ccccc3)CC2)cc1	-2.5
COc1c(O)cccc1[C@@H](O)C1CCN(CCc2ccc(F)cc2)CC1	0.22
O=C(Nc1sc2c(c1C(=O)NCc1ccco1)CCCC2)c1ccc2c(c1)OCO2	-2.6
COc1ccc(-n2c(SC)nnc2-c2c[nH]c3ccccc23)cc1	-1.6
O=S(=O)(c1ccc(Br)cc1)N1CCCC1c1nc2ccccc2s1 (configuration not stated)	-4.6*
Cc1cc(N)c(NC2=CC(=O)CC(C)(C)C2)cc1C	0.19
O=P(Cc1cc[n+]([O-])cc1)(c1ccccc1)c1ccccc1	0.37
COC(=O)c1ccc(N2C(=O)CC(SCCN)C2=O)cc1 (configuration not stated)	0.74
COc1ccc(/C(O)=C2/C(=O)C(=O)N(CCCN(C)C)C2c2ccc(C)o2)cc1Cl (configuration not stated)	0.78
CN1CC=C2C(C#N)=C(N)C(C#N)(C#N)[C@H](c3ccoc3)[C@H]2C1	0.64
Cc1ccc(CNCCC2=CCCCC2)cc1	0.083
Cc1ccc(-c2nnc(SCC(=O)Nc3ccc4c(c3)oc3ccccc34)n2C)c(Cl)c1	-0.97

5 entries from above, with values ahead of the structure:
| Cav32 inh | molecule |
| --- | --- |
| -4.6* | O=S(=O)(c1ccc(Br)cc1)N1CCCC1c1nc2ccccc2s1 (configuration not stated) |
| 0.19 | Cc1cc(N)c(NC2=CC(=O)CC(C)(C)C2)cc1C |
| 0.37 | O=P(Cc1cc[n+]([O-])cc1)(c1ccccc1)c1ccccc1 |
| 0.74 | COC(=O)c1ccc(N2C(=O)CC(SCCN)C2=O)cc1 (configuration not stated) |
| 0.78 | COc1ccc(/C(O)=C2/C(=O)C(=O)N(CCCN(C)C)C2c2ccc(C)o2)cc1Cl (configuration not stated) |

Next compounds follow.
SMILES	Cav32 inh
COC(=O)c1c(C)oc2ccc(OC(=O)c3cccs3)cc12	-0.024
COc1ccc(-c2nc(CSCC(=O)N3CCN(C4CCCCC4)CC3)c(C)o2)cc1OC	-0.44
OC(COCc1ccc(Cl)cc1)CN1CCN(CC(O)COCc2ccc(Cl)cc2)CC1 (configuration not stated)	-2.2
CC(=O)NC1(c2ccccc2)CCN(C(=O)N2CCOCC2)CC1	0.0055
Cc1ccc(C(=O)Nc2nc(=O)n(C)s2)cc1	-0.14
CCc1ccccc1N(CC(=O)OC)S(C)(=O)=O	1.1
CCCCNC(=O)C1CCN(C(=O)Nc2ccc(C)cc2)CC1	0.34
COc1cc(CCCN2C(N)=NC[C@H]2Cc2ccc(O)cc2)cc(OC)c1OC	0.33
Cc1cc2c(c(=O)o1)C1(C(=O)N(C)c3ccccc31)C(C#N)=C(N)O2 (configuration not stated)	-0.08
